Bim-Bfl-1 = disrupts Bim binding to human Bfl-1. Bead-based flow cytometry, Bim-Bfl-1 binding inhibition. Q16548. 190,000 compounds, 0.12% hits. AID 1008. inhibition, % at 10 µM;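 further: 0% = wells without compound plus tracer and 100% = blocker peptide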
Bcl-B Bim block = inhibitors of Bim-Bcl-B interaction, human. Q9HD36. bead-based flow cytometry, Bim peptide-Bcl-B binding. inhibition, % at 10 µM. 190,000 compounds, 0.073% hits. AID 951;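 further: 0% = tracer peptide without compound and 100% = reference inhibitor peptide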
Target sequence (Q9HD36 whole entry, looked up): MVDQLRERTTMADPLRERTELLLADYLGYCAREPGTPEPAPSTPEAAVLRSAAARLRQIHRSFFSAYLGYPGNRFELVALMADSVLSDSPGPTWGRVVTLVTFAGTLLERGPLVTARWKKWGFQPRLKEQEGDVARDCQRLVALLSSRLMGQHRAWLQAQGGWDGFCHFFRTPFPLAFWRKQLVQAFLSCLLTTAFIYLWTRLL
Bim-Bcl-W = inhibitors of Bim-Bcl-W interaction, human | bead-based flow cytometry, Bim peptide-Bcl-W binding | inhibition, % at 10 µM | 190,000 compounds, 0.02% hits;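 further: 0% = bound tracer without compound and 100% = peptide blocker; higher means less fluorescent Bim peptide bound to Bcl-W beads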
Target sequence (Q92843 whole entry, looked up): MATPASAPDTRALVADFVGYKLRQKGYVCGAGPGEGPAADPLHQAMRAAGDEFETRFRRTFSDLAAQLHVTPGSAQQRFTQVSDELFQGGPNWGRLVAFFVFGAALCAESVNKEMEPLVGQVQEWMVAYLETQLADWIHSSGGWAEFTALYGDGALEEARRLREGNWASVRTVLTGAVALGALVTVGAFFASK
Bcl-XL Bim block = human Bim-Bcl-XL interaction inhibition | Bim peptide-Bcl-XL binding, bead flow cytometry, fluorescence | inhibition, % at 10 µM | 190,000 compounds, 0.04% hits
Target sequence (Q07817 whole entry, looked up): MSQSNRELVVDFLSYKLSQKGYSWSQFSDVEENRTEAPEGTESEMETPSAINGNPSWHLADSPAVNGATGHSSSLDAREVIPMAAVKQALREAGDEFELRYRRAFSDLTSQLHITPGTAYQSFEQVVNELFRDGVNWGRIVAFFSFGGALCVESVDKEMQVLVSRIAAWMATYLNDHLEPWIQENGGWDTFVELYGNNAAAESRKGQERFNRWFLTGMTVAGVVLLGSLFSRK
Bcl-2 Bim block = human Bim-Bcl-2 interaction inhibition; P10415; Bead-based flow cytometry, Bim peptide-Bcl-2 binding; inhibition, % at 10 µM; 190,000 compounds, 0.06% hits; AID 950; in the data active means inhibition above about 40%; inconclusive means no clear call, values can overlap the other calls;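 further: 0% = no compound wells with probe peptide and 100% = reference peptide inhibitor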
Target sequence (P10415 whole entry, looked up): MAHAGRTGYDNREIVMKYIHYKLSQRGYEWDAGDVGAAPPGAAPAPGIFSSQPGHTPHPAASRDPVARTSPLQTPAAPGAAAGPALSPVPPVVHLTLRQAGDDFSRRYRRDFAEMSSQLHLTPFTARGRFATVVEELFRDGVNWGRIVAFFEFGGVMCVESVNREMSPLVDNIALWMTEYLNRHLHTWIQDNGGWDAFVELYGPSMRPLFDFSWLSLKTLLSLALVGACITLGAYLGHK
RGS7-Gao = human RGS7-Galphao interaction regulation. P09471. Multiplexed bead flow cytometry, RGS7-Galphao binding; actives lie on both sides. binding response (% of control), % at 10 µM. 220,000 compounds, 0.35% hits. AID 1439; in the data active means binding response below about 49% or above about 150%; inconclusive means no clear call, values can overlap the other calls; inactive means in between;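 further: fluorescent Galphao held in activated GDP-AlF4 state binding bead-coupled RGS7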
ABCG2 block = inhibitors of human ABCG2 transporter, ABCB1 counter-screen | Q9UNQ0 | IgMXP3 cells, JC-1 efflux, flow cytometry | inhibition, % at 6.6 µM | 190,000 compounds, 0.1% hits | AID 1325;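 active means inhibition above 80%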;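 further: 0% = DMSO and 100% = nicardipine control wells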
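Assay system – ABCG2 IgMXP3 and barcoded ABCB1 CCRF-Adr cell mix · Input – 3 million cells/mL in well · Reagent – JC-1 fluorescent substrate · Compound – single test compound dose, 6.6 µM final · Timing – 10 min exposure at 25 °C with rotation, no wash · Detection – flow cytometry of retained JC-1 fluorescence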
RGS8-Gao reg = modulates binding of RGS8 to human Galphao. P09471. multiplexed bead flow cytometry; actives lie on both sides. response (percent of control binding), % at 10 µM. 220,000 compounds, 0.34% hits; in the data active means response below about 60% or above about 140%; inactive means in between;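 further: Galphao activated as the GDP aluminium fluoride complex binding bead-coupled RGS8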
ABCB1 block = inhibitors of human ABCB1 transporter, ABCG2 counter-screen. P08183. CCRF-Adr cells, JC-1 efflux, flow cytometry. inhibition, % at 6.6 µM. 190,000 compounds, 0.067% hits. AID 1326; in the data active means inhibition above about 40%;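 further: 0% = vehicle and 100% = reference inhibitor; higher value means more JC-1 retained so stronger ABCB1 efflux block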
RGS4-Gao reg = human RGS4-Galphao interaction regulation. P09471. 220,000 compounds, 0.33% hits. binding response (% of control), % at 10 µM. Multiplexed bead flow cytometry, RGS4-Galphao binding; actives lie on both sides; in the data active means binding response below about 49% or above about 150%; inactive means in between;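 further: fluorescent Galphao activated with aluminum fluoride binding bead-coupled RGS4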
GSH bead fluor = compound fluoresces at 488/530 nm on GSH beads; GSH beads flow cytometry, compound fluorescence 488/530 nm; active compounds read high; fluorescence (KMESF) at 10 µM; 190,000 compounds, 0.25% hits; AID 1776; in the data active means fluorescence above about 89;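 further: glutathione beads carrying GST-tagged Bcl family fusion proteins plus one bare bead set; values are compound well signal with DMSO vehicle wells as background; inactives centre near 16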
Active calls of the source: *; ? = inconclusive; · = not tested or not shown. Unless noted, no stated cut-off is given here; in the data, active means inhibition above about 40%.

SMILES	Bim-Bfl-1	Bcl-B Bim block	Bim-Bcl-W	Bcl-XL Bim block	Bcl-2 Bim block	RGS7-Gao	ABCG2 block	RGS8-Gao reg	ABCB1 block	RGS4-Gao reg	GSH bead fluor
O=C(CSCc1ccccc1)N1CCN(c2ccc(F)cc2)CC1	-22	-10	-3	-10	-14	100	15	101	1.0	103	26
Cc1oc(-c2ccccc2F)nc1CN1CCC(C(=O)NC2CCCc3ccccc32)CC1 (stereo not drawn)	-15	-7	0	-3	-12	101	19	101	2.2	104	30
c1ccc(-c2n[nH]nc2-c2ccccc2)cc1	-8	-8	-5	-9	-6	100	-4	101	-3.5	102	33
COc1ccc2[nH]c3c(=O)n(Cc4ccc(C(=O)N5CCCCCC5)cc4)c(=S)[nH]c3c2c1	11	-31	2	0	-1	118	-1	87	-0.6	103	5
COc1ccccc1-c1ccc(SCC(=O)NCc2ccc3c(c2)OCO3)nn1	-4	-2	2	0	-1	109	5	101	1.8	89	13
COCCNC(=S)N1CCN(c2nc3ccccc3s2)CC1	-7	-8	-3	-1	0	102	3	100	0.4	102	13
COCCOc1cc(N(CC(=O)N(C)C)S(=O)(=O)c2ccccc2)c(Cl)cc1Cl	-8	-5	1	-1	-5	92	4	98	2.5	97	18
O=C(CSc1nnc(SCc2ccccc2)s1)N/N=C/c1c(Cl)cccc1Cl	0	-5	-5	-4	-2	105	24	105	1.6	106	13
CC(C)[N+](C)(CCOC(=O)C1c2ccccc2Oc2ccccc21)C(C)C	1	-5	0	-3	2	105	0	102	-0.3	104	18
COC(=O)c1cc(OC)c(OC)cc1NC(=O)Cc1ccccc1[N+](=O)[O-]	0	-6	-1	0	0	98	3	104	1.1	107	23
CCOC(=O)CNC(=O)CSc1nc(-c2ccccc2)ns1	13	-36	-10	-22	-3	117	1	93	-0.2	98	11
CC1(C)Cc2ccccc2-c2nc3n(c(=O)c21)CCS3	-6	-6	0	0	-3	96	5	99	0.6	95	13
COC(=O)C(CCCN1C(=O)c2ccccc2C1=O)(NC(C)=O)c1nn[nH]n1 (stereo not drawn)	0	-3	1	-1	1	102	8	100	0.3	104	22
CN(C)CCCNS(=O)(=O)c1ccc(Oc2ncc(C(F)(F)F)cc2Cl)cc1	-11	-9	3	-1	-8	95	1	96	0.2	100	47
CCOCC(=O)Nc1cc(C(=O)OC)ccc1C(=O)OC	-8	-2	-8	-4	0	105	6	103	0.6	103	5
COc1ccc(OC)c(-c2cc(C3CCN(c4ncccc4[N+](=O)[O-])CC3)[nH]n2)c1	-2	1	0	-6	-3	105	66	101	9.2	103	37
CCSc1nc2c(c(=O)[nH]1)C(C(C)C)C(C#N)=C(N)O2 (stereo not drawn)	0	2	5	1	1	105	1	105	0.2	105	18
CN(Cc1ccon1)Cc1cn(C)nc1-c1cccc(Cl)c1	-2	-1	1	0	1	103	25	96	-1.5	99	15
CCN(CC)CCCC(C)NC(=O)c1cc(=O)c2ccccc2o1 (stereo not drawn)	-1	-1	-3	-4	0	95	0	93	0.1	85	66
FC(F)(F)c1cnc(Oc2cccc3ccccc23)c(Cl)c1	0	-3	-1	-5	-2	98	0	99	0.2	97	9
CCOC(=O)c1ccc(NC(=S)NN2CCN(C)CC2)cc1	-7	-6	-7	-5	-5	90	1	101	0.3	92	16
O=C(Cc1coc2ccc3ccccc3c12)Nc1nccs1	-9	-7	2	-2	-9	88	2	90	0.0	92	48
COC(=O)c1ccccc1S(=O)(=O)N1CCC(C(=O)OCC(=O)NCC(F)(F)F)CC1	-6	-7	-5	-5	-6	?	11	99	0.5	105	16
O=C1NC(=O)C(c2cn(-c3ccccc3)nc2-c2ccc(F)cc2)N1 (stereo not drawn)	-10	-4	0	-2	-6	94	4	99	0.4	97	23
CCc1nc(Nc2ccc3c(c2)OCCO3)c2oc3ccccc3c2n1	0	2	2	5	0	88	3	82	0.9	85	12
O=C(O)/C=C/C(=O)c1ccc2c(c1)NC(=O)CO2	0	2	-1	-1	4	80	4	90	-0.1	96	19
O=C(Nc1nc(-c2ccc3c(c2)OCCO3)cs1)c1ccc(S(=O)(=O)N2CCCCC2)cc1	-12	-8	3	13	-7	99	2	103	0.4	101	55
O=C(COc1ccccc1)Nc1ccc2c(c1)C(=O)N(CC1CCCO1)C2=O (stereo not drawn)	-3	-4	-1	-3	-2	?	7	101	0.7	102	17
O=C(CCCCC(=O)NCc1cccs1)NCc1cccs1	-2	-2	0	0	1	100	4	99	1.1	98	17
Cc1ccc(CN2CCNC(=O)C2CC(=O)N(C)CCc2ccccc2)cc1 (stereo not drawn)	-5	-9	-3	-4	-8	92	1	98	0.5	93	14
O=c1[nH]c2ccc(NC(=S)NC3CCCCC3)cc2[nH]1	1	-4	-1	-2	0	104	1	101	0.6	105	66
CC1CCN(c2ccc(C(=O)NCc3cccs3)cn2)CC1	-10	-7	0	-9	-2	92	9	99	1.1	88	43
Cc1cc(C)cc(NC(=O)COC(=O)c2n[nH]c3ccccc23)c1	-4	-5	-3	-3	-2	99	1	100	-0.6	99	10
COC(=O)C1(C(=O)OC)NOC2C(=O)N(c3ccccc3)C(=O)C21 (stereo not drawn)	-8	-6	-5	-9	-11	103	1	105	0.6	106	37
COC(=O)CNC(=O)C(C)NC(=O)OCc1ccccc1 (stereo not drawn)	-2	0	0	0	-2	97	0	94	0.8	98	8
COc1ccc2c(c1)c(C(O)CN1CCN(Cc3ccc4c(c3)OCO4)CC1)c(C)n2C (stereo not drawn)	-1	-3	-4	0	-6	96	1	100	0.4	97	15

Arranged by number of heavy atoms (descending): part of the list above
SMILES	Bim-Bfl-1	Bcl-B Bim block	Bim-Bcl-W	Bcl-XL Bim block	Bcl-2 Bim block	RGS7-Gao	ABCG2 block	RGS8-Gao reg	ABCB1 block	RGS4-Gao reg	GSH bead fluor
COc1ccc2c(c1)c(C(O)CN1CCN(Cc3ccc4c(c3)OCO4)CC1)c(C)n2C (stereo not drawn)	-1	-3	-4	0	-6	96	1	100	0.4	97	15
CCc1nc(Nc2ccc3c(c2)OCCO3)c2oc3ccccc3c2n1	0	2	2	5	0	88	3	82	0.9	85	12
O=C(CCCCC(=O)NCc1cccs1)NCc1cccs1	-2	-2	0	0	1	100	4	99	1.1	98	17

(cont.)
SMILES	Bim-Bfl-1	Bcl-B Bim block	Bim-Bcl-W	Bcl-XL Bim block	Bcl-2 Bim block	RGS7-Gao	ABCG2 block	RGS8-Gao reg	ABCB1 block	RGS4-Gao reg	GSH bead fluor
CC(C)NS(=O)(=O)c1ccc(NC(=O)C(C)Oc2ccc(C(=O)c3ccccc3)cc2)cc1 (stereo not drawn)	19	12	13	16	14	103	13	102	2.6	102	9
Cc1ccc(NC(=O)CN2C(=O)NC3(CCc4ccccc43)C2=O)cc1Cl (stereo not drawn)	-14	-10	0	0	-6	89	3	97	0.3	88	46
Cc1ccc(C(=O)Nc2cc(Cl)ccc2OC(=O)c2ccc(C)cc2)cc1	0	-2	-3	0	0	101	3	98	0.1	102	13
Cc1nc(SCC(=O)NCc2ccco2)c2c(C)c(C)sc2n1	0	-2	0	-13	-3	102	9	100	1.1	103	30
O=[N+]([O-])c1cc(-c2ccn[nH]2)ccc1Cl	-4	-3	0	-1	-2	?	7	99	0.8	102	19
O=C(NCCCN1CCCC1)c1ccc(Cn2c(=S)[nH]c3ccc(Br)cc3c2=O)cc1	-4	-15	-5	-5	0	106	0	104	-0.4	106	14
O=c1[nH]c2cc3c(cc2cc1CN(CCc1ccccc1)Cc1nnnn1C1CCCC1)OCCO3	-2	0	0	-2	1	99	1	101	0.2	101	12
O=C(CSc1nnc(-c2ccccn2)n1Cc1ccccc1)N1CCCC1	20	9	16	23	18	105	12	101	0.5	104	27
O=C(CSc1ccc(Cl)cc1)N1CCOCC1	2	0	0	-1	0	95	0	99	0.1	94	16
CCc1cc(C)c(O)c(CC)n1	-11	-15	-3	-11	-13	102	-6	101	-0.6	103	32
COC(=O)C1=C(C(=O)OC)SC2(S1)C(C(=O)OC)=C(C(=O)OC)SC1=C2c2cccc(C)c2NC1(C)C	-9	-8	5	0	-8	107	6	98	1.2	101	15
COC(=O)c1ccccc1NC(=O)N1CCN(S(C)(=O)=O)CC1	1	0	0	0	1	98	2	99	0.7	98	24
CC(=O)OCC1O[C@@H](O[C@@H]2C[C@H]3C(C)(C)[C@H](OC(C)=O)CC[C@]3(C)[C@H]3CC[C@]45C[C@]4(CC[C@H]5[C@@H](C)C[C@@H](O)[C@H](O)C(C)(C)O)[C@@]32C)[C@H](O)[C@@H](O)[C@@H]1O (stereo partly drawn)	-2	-4	-1	0	-2	106	0	97	0.7	105	18
COC(=O)c1cccc(N2C(=O)c3ccccc3S2(=O)=O)c1	-13	-5	0	-6	-11	104	3	108	0.6	103	16
Cc1ccc(NC(=O)Cn2nc(C)c(S(=O)(=O)N(C)C)c2C)cc1C	-4	-2	-1	-3	-2	?	3	101	1.2	102	13
CSc1nc(-c2ccccc2)cc(C(F)(F)F)c1C#N	-7	-5	-4	-6	-9	103	14	100	0.4	105	9
Cc1cccc(-c2nnc(SCC#N)n2Cc2ccccc2)c1	-1	0	0	-1	0	107	2	98	0.7	101	11
CCOC(=O)N1CCN(CC(=O)n2c(C)c(C)c3ccccc32)CC1	-3	-4	-2	1	-1	96	3	100	0.8	97	9
O=C(N/N=C1/CCS(=O)(=O)c2ccc(F)cc21)c1cccnc1	-4	-4	0	-2	-2	96	11	101	1.5	98	22
O=C(NC(NC(=S)Nc1ccc(Cl)cc1)C(Cl)(Cl)Cl)c1ccco1 (stereo not drawn)	6	2	0	2	10	98	-1	84	-0.3	101	13
COc1ccc(-c2csc(C)n2)cc1OC	-10	-3	4	3	-2	98	0	104	0.0	102	35
O=C(Nc1cc(C(=O)N2CCCC2)ccc1N1CCCC1)c1ccccc1F	-1	-3	-2	0	0	97	2	98	0.7	97	22
CCOc1cccc2cc(-c3csc(NC(=O)CCC(=O)N4CCC(C)CC4)n3)c(=O)oc12	5	8	6	11	9	103	12	107	1.2	104	29
Cc1ccc(S(=O)(=O)N2CCCC2C(=O)NCc2ccc3c(c2)OCO3)cc1 (stereo not drawn)	-2	-1	3	0	2	106	0	106	0.3	104	25
CN(Cc1ccccc1)C(=O)CCNS(=O)(=O)c1ccc2c(c1)oc(=O)n2C	6	10	5	10	9	·	6	·	0.4	·	15
Cc1csc(-c2cnn(-c3ccccc3)c2NC(=O)c2cccc(C(F)(F)F)c2)n1	3	4	1	3	0	102	2	114	0.7	103	63
C=CCc1cccc(/C=N/c2nc3ccccc3n2CC)c1O	-9	-9	0	-5	-8	106	0	103	-0.3	104	34
CCOc1ncccc1C(=O)OCc1cccc([N+](=O)[O-])c1	-1	0	-4	-4	-3	98	20	102	1.3	98	10
O=C(Nc1nnc(-c2ccccc2F)s1)c1cccnc1	0	-3	-2	-3	0	102	4	99	-1.1	97	68
Cc1nn(CCCC(=O)O)c(C)c1[N+](=O)[O-]	-6	-6	-2	-5	-5	?	18	102	2.3	102	16
CCOC(=O)c1cnc(SC)nc1Oc1cccc(NS(=O)(=O)c2ccc(F)cc2)c1	-16	-9	0	-5	-10	101	57	100	3.2	102	31
O=C(Nc1cccc(-c2nc3ccccc3s2)c1)C1=COCCO1	-2	-3	-3	-6	1	94	2	97	0.2	96	6

Bioassay records from PubChem.
